GAA glycogen mod: inhibitors or activators of human alpha-glucosidase glycogen cleavage. recombinant GAA, glycogen substrate, Amplex Red glucose oxidase fluorescence. Potency, µM (doses to about 76.4 µM), for the others: at the highest dose activity change, negative = inhibition, actives largely listed as inhibitors. 300,000 compounds, 0.38% hits;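 also: 0% = full enzyme reaction and -100% = no-enzyme basal signal; the screen sought inhibitors and activators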
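Recombinant enzyme (4 nM final) with compounds titrated up to 77 uM and bovine liver glycogen (30 ug) in citrate pH 5.0, 0.01% Tween-20, 37 C 40 min. Released glucose detected by Amplex Red/glucose oxidase (Ex 573/Em 610); AC50 from Hill fits.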
Tau fluor counter: counter-screen for tau fibril formation inhibitors. Potency, µM (doses to about 57.7 µM), without a hit: at the top dose activity change, negative = decrease. AID 1463. tau K18 P301L Alexa594 fluorescence, heparin fibrillization. 280,000 compounds, 0.93% hits; also: % is scaled to controls: 0 for no effect and ±100 for the full control effect; nearly all actives have a fitted effect of over 55% in size
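Human tau K18 P301L (15 uM unlabeled, 0.24 uM Alexa 594-labeled) in 100 mM sodium acetate pH 7 with 20 uM heparin, 6 hr at 37 C. ThT 30 uM added, 1 hr ambient; Alexa 594 FP and total fluorescence read at 555/632 nm.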
aGlu spleen mod: lysosomal alpha-glucosidase (human) modulation. 240,000 compounds, 0.006% hits. Potency, µM (doses to about 79.9 µM), without a hit: at the highest dose activity change, negative = inhibition, most hits filed as inhibitors. P10253. human spleen homogenate, 4-MU-alpha-glucoside fluorescence;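 also: 0% = enzyme with vehicle and -100% = no enzyme basal signal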
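AC50 values come from Hill-equation fits of concentration-response data, normalized to no-enzyme and full-activity controls. Enzyme source: 1 ug human spleen homogenate; 1 mM fluorogenic 4-MU glucoside, pH 5.0 citrate buffer, 37 C, 40 min.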
GAA inhib: alpha-glucosidase (human) inhibition; P10253; purified human GAA, 4-MU-alpha-glucoside fluorescence; Potency, µM (series often up to 76.9 µM), without a hit: top-dose activity change, negative = inhibition, most hits filed as inhibitors; 200,000 compounds, 0.005% hits;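 also: plate controls were uninhibited enzyme wells for no effect and no-enzyme background for full effect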
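Fluorescence at Ex 365/Em 440 nm from 4-methylumbelliferone reported enzyme activity after 20 min at room temperature. Reactions used 4 nM enzyme and 400 uM substrate at pH 5.0; curves fitted with the Hill equation.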
Tau FP inhib: inhibitors of human tau fibril formation; Potency, µM (doses to about 57.7 µM), for the others: top-dose activity, negative = inhibition, hits mostly inhibitors; K18 P301L tau heparin fibrillization, Alexa594 FP, 6 h; AID 1468; 280,000 compounds, 0.39% hits; P10636; also: % is scaled to controls: 0 for no effect and ±100 for the full control effect; nearly all actives have a fitted effect of over 55% in size
Target sequence (P10636 561-689 P618L limits assumed): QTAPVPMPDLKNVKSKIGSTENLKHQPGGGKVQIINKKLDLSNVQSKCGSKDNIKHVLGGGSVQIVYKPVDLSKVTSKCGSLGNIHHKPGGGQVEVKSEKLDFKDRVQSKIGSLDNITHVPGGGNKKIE
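Human tau K18 […] P301L fragment, 15 uM unlabeled plus 0.24 uM Alexa 594-labeled tau (final), with compound and 20 uM heparin in 100 mM sodium acetate pH 7; 6 hr at 37 C, then Alexa 594 FP read.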
Tau ThT inhib: blocks human tau fibril formation measured by thioflavin T | recombinant tau K18 P301L (four-repeat tau fragment), heparin-induced fibrillization, ThT fluorescence | Potency, µM (top dose mostly 57.4 µM), without a hit: at the highest dose activity, negative = inhibition, most hits filed as inhibitors | P10636 | 270,000 compounds, 2.1% hits; also: % is scaled to controls: 0 for no effect and ±100 for the full control effect; nearly all actives have a fitted effect of over 55% in size
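In this qHTS, human K18 P301L tau is incubated with compound and heparin for 6 hr at 37 C, and Thioflavin T fluorescence then reports fibril load.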
HTT cytoprotect: cytoprotection in Huntington HTT-Q103 PC12 cell model; PC12 HTT-Q103 induced, cytoprotection, ATP luminescence, 40 h; Potency, µM (series often up to 56.4 µM), inactives show cytoprotection (ATP increase), actives largely listed as activators; 230,000 compounds, 0.14% hits; AID 1471;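 also: % of control where 0% means no effect; nearly all actives have a fitted effect of over 45% in size; toxic huntingtin expression switched on by the ecdysone agonist tebufenozide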
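Cells were plated at 1500 per well in phenol red-free DMEM with 5% equine and 5% calf serum. Tebufenozide (100 nM final) and compounds were added, then ATPlite reagent, and luminescence was read.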
aGal spleen mod: inhibitors or activators of human alpha-galactosidase in spleen homogenate; AID 2107; 240,000 compounds, 0.008% hits; Potency, µM (highest dose often 80 µM), for inactives: at the highest dose activity change, negative = inhibition, actives largely listed as inhibitors; human spleen homogenate, 4MU-alpha-Gal fluorescence, 40 min; P06280;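 also: 0% = enzyme with vehicle and -100% = no enzyme basal signal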
Target sequence (P06280 32-429 limits assumed): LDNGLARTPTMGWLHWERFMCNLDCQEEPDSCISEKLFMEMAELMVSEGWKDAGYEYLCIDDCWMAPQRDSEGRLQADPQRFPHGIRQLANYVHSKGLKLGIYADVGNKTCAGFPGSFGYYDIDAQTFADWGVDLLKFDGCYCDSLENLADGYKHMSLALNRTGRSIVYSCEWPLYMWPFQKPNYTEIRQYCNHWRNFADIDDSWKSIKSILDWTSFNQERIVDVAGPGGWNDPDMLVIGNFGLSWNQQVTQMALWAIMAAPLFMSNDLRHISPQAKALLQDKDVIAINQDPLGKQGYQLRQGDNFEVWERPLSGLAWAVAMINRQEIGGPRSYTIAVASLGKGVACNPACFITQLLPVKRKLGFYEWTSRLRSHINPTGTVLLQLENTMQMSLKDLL
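Human spleen homogenate (1 ug) was the enzyme source, with 4-methylumbelliferyl-alpha-D-galactopyranoside (1 mM final) in pH 5.0 citrate buffer with 0.01% Tween-20. Compounds were titrated; after 40 min at 37C, NaOH/glycine stop, 4-MU fluorescence read; AC50 from Hill fits.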
Active calls of the source: *; ? = inconclusive; / = not tested or not shown; & = joins results of further samples; [ ] = remark or other dose. Calls follow the shape of the dose curve; as a rule, active = well fitted curve in the direction sought with a large enough effect; inconclusive = small, poorly fitted or top-dose-only effect, or another doubt; inactive = no such curve, though single readings can be large; an effect the other way counts as inactive or inconclusive. Potency is read from the fitted curve at half-maximal effect.

SMILES	GAA glycogen mod	Tau fluor counter	aGlu spleen mod	GAA inhib	Tau FP inhib	Tau ThT inhib	HTT cytoprotect	aGal spleen mod
COc1ccc(NC(=O)COC(=O)c2ccc(OCc3ccccc3Cl)c(OC)c2)c(OC)c1	7%	-6%	7%	1%	-2%	-1%	12%[10 µM]	1%
O=C(NCCN1CCOCC1)C1CCC(=O)N1C1CCCCC1 (stereo not drawn)	4%	-1%	-7%	-4%	-5%	-3%	?	-6%
CC1(C)CC(=S)Nc2ccccc2S1	-4%	-4%	-4%	-11%	-6%	-7%	15%[10 µM]	1%
COCCNc1nc2nonc2nc1N1C[C@H]2CC[C@H]1C2	-7%	-7%	2%	-10%	-1%	-8%	-29%[10 µM]	0%
CC(NC(=O)c1ccccc1NC(=O)c1ccco1)c1ccccc1 (stereo not drawn)	4%	-3%	-4%	-2%	-3%	-10%	9%[10 µM]	1%
O=C(NC(Cc1ccccc1)c1ccc2c(c1)OCCCO2)c1ccccc1F (stereo not drawn)	0%	-15%	-9%	4%	-1%	-12%	-3%	-11%
O=C(Nc1ccc(OC(=O)c2ccncc2)cc1)c1ccncc1	5%	-3%	-20%	-1%	1%	-16%	-1%	4%
Cc1nn(CC(=O)N2CCN(c3ccc(Cl)cc3)CC2)c(=O)c2cccn12	-4%&-15%[76.3 µM]	-15%	/	/	5%	-11%	/	/
Nc1cnn(C2OC(CO)C(O)C2O)c(=O)n1 (stereo not drawn)	-2%	-4%	0%	-6%	-4%	3%	-23%	-3%
Brc1ccc(CNc2cc3c(cc2Br)OCCO3)cc1	-4%	?	2%	5%	15%	-12%	-24%	2%
CCCC(O)(c1ccc(Cl)cc1)C(CN1CCOCC1)c1ccccc1 (stereo not drawn)	0%	-9%	1%	1%[15.4 µM]	-1%	-18%	32%	0%
COc1ccc(-c2nc3nc(SC)nn3cc2C)cc1F	-1%	-6%	-1%	5%	7%	-2%	-23%	-21%
Cc1snc(S(=O)(=O)/C(C#N)=N/Nc2cccc(C(F)(F)F)c2)c1C#N	2%	-24%	-17%	-4%	-1%	?	-3%	0%
C=CCOc1ccc(C=Nc2ccc(OC)cc2)c(O)c1	?	-26%	4%	1%	-14%	?	-35%[inhibitor]	5%
COC(=O)c1cc(C)sc1NC(=O)c1cccnc1	7%	2%	-8%	4%	3%	-1%	-24%[0.074 µM]	15%
CCOC(=O)c1csc(NC(=O)CSc2nnnn2-c2ccc3c(c2)OCCO3)n1	6%	-17%	3%	-16%	-1%	?	-10%[10 µM]	7%
Cc1nc2ccccc2cc1C(=O)Nc1ccccc1Cl	0%	-4%	3%	-8%	-2%	-7%	-55%[inhibitor]	3%
CN(Cc1cn[nH]c1-c1cc2ccccc2o1)CC1CCOCC1	-11%	-8%	-17%	/	-4%	-6%	-9%[10 µM]	-11%
CC1CCCC(C)N1C(=O)C1CCCCC1 (stereo not drawn)	13%	8%	0%	-3%	-8%	1%	1%[10 µM]	-7%
Cc1ccccc1-c1nc(CS(=O)(=O)CC(=O)NCc2cccc(Cl)c2)c(C)o1	13%[76.3 µM]	-19%	/	/	-3%	-16%	/	/
COc1ccc(OC)c(/C=N/NC(=O)CCc2n[nH]c(=O)[nH]c2=O)c1	2%	-5%	9%	?	5%	-6%	-10%	14%
CCc1nnc(NC(=O)CSc2nnc(-c3ccncc3)n2C)s1	3%	3%	3%	-4%	2%	2%	40%[10 µM]	-1%
CC(=O)c1ccc(N2CCCCC2)c(F)c1	7%	-12%	-4%	13%	-5%	1%	-22%[10 µM]	-1%
COc1ccc(OC)c(CNC(=O)Cc2c(C(=O)O)[nH]c3ccccc23)c1	-8%	-7%	-9%	-11%	-1%	-4%	-16%	2%
Cc1cc(C)n(-c2nc3ccccc3nc2N2CCN(C(=O)c3ccccc3)CC2)n1	5%	-3%	-6%	0%	1%	-5%	3%	-3%

Eleven structures out of the list, sorted by molar mass, descending.
SMILES	GAA glycogen mod	Tau fluor counter	aGlu spleen mod	GAA inhib	Tau FP inhib	Tau ThT inhib	HTT cytoprotect	aGal spleen mod
COc1ccc(NC(=O)COC(=O)c2ccc(OCc3ccccc3Cl)c(OC)c2)c(OC)c1	7%	-6%	7%	1%	-2%	-1%	12%[10 µM]	1%
Cc1ccccc1-c1nc(CS(=O)(=O)CC(=O)NCc2cccc(Cl)c2)c(C)o1	13%[76.3 µM]	-19%	/	/	-3%	-16%	/	/
Cc1cc(C)n(-c2nc3ccccc3nc2N2CCN(C(=O)c3ccccc3)CC2)n1	5%	-3%	-6%	0%	1%	-5%	3%	-3%
Brc1ccc(CNc2cc3c(cc2Br)OCCO3)cc1	-4%	?	2%	5%	15%	-12%	-24%	2%
CCc1nnc(NC(=O)CSc2nnc(-c3ccncc3)n2C)s1	3%	3%	3%	-4%	2%	2%	40%[10 µM]	-1%
CN(Cc1cn[nH]c1-c1cc2ccccc2o1)CC1CCOCC1	-11%	-8%	-17%	/	-4%	-6%	-9%[10 µM]	-11%
COc1ccc(-c2nc3nc(SC)nn3cc2C)cc1F	-1%	-6%	-1%	5%	7%	-2%	-23%	-21%
Cc1nc2ccccc2cc1C(=O)Nc1ccccc1Cl	0%	-4%	3%	-8%	-2%	-7%	-55%[inhibitor]	3%
COCCNc1nc2nonc2nc1N1C[C@H]2CC[C@H]1C2	-7%	-7%	2%	-10%	-1%	-8%	-29%[10 µM]	0%
Nc1cnn(C2OC(CO)C(O)C2O)c(=O)n1 (stereo not drawn)	-2%	-4%	0%	-6%	-4%	3%	-23%	-3%
CC(=O)c1ccc(N2CCCCC2)c(F)c1	7%	-12%	-4%	13%	-5%	1%	-22%[10 µM]	-1%

Next section:
SMILES	GAA glycogen mod	Tau fluor counter	aGlu spleen mod	GAA inhib	Tau FP inhib	Tau ThT inhib	HTT cytoprotect	aGal spleen mod
CCc1nn(CC(=O)NCCc2ccc(OC)cc2OC)c(=O)c2cc3sccc3n12	-3%[76.3 µM]	16%	/	/	-8%	9%	/	/
CCOC(=O)c1sc(NC(=O)COC(=O)CNC(=O)c2ccco2)c(C(=O)OCC)c1C	-7%	-2%	-5%	-2%	-2%	-3%	28%[10 µM]	3%
O=C(CSc1ncnc2sc3c(c12)CCC3)Nc1ccccc1C(=O)O	3%	-6%	2%	/	0%	-6%	8%[10 µM]	12%
COc1ccc(-c2noc(N3CCC(C(=O)Nc4ccc(C)c(F)c4)CC3)n2)cc1OC	14%[76.3 µM]	-29%	/	/	-16%	-19%	/	/
COc1ccc(N2CCN(CC(=O)Nc3cccc(S(=O)(=O)N4CCOCC4)c3)CC2)cc1	-8%	10%	-1%	-1%	13%	14%	5%[10 µM]	2%
CCSc1ncc(CO)c(N)n1	12%	-8%	4%	7%	9%	-5%	14%[10 µM]	8%
CC(C)(C)c1ccccc1OCCOCCN1CCCCCC1	?	0%	-2%	4%	0%	?	5%[10 µM]	-17%
Cn1c(=O)c2c(ncn2Cc2ccc(Cl)c(Cl)c2)n(C)c1=O	-28%	2%	-5%	0%	-2%	0%	-10%[0.074 µM]	-3%
CCOC(=O)CNC(=O)CSc1nnc(NC(=O)c2ccc(C)cc2)s1	3%	4%	3%	4%	4%	18%	-175%[inhibitor]	-4%
C/C(=N/NC(=O)c1ccc2c(c1)OCCO2)c1ccc([N+](=O)[O-])cc1	6%	6%	5%	-4%[15.4 µM]	8%	?	0%[10 µM]	-3%
CCOC(=O)CC1=C(C(=O)OCC)C(c2cc(OC)c(OC)cc2OC)C(C#N)=C(N)O1 (stereo not drawn)	-8%	-13%	-8%	-7%	-3%	-20%	-23%	1%
Cc1cccc(NC(=O)c2ccc([N+](=O)[O-])o2)c1C	3%	-6%	-3%	0%	-3%	-5%	?	-4%
C=CCNC(=O)c1cc(=O)c2ccccc2o1	0%	-7%	-5%	7%	-3%	-12%	-19%	-2%
O=C(O)C1C2C=CC(O2)C1C(=O)NCc1ccccc1Br (stereo not drawn)	-8%	-5%	-2%	-2%	6%	-8%	-4%	2%
NC(Cc1ccc(OC(F)F)cc1)C(=O)O (stereo not drawn)	10%	-10%	1%	/	-8%	-17%	9%[10 µM]	8%
CNC(=S)Nc1ccc(N2CCN(c3ccc(C(F)(F)F)cn3)CC2)nc1	-7%	?	0%	-4%	14%	?	1%[10 µM]	1%
CCc1ccc(C2CC(=O)Nc3c2c(C)nn3-c2nc(C)cc(C)n2)cc1 (stereo not drawn)	-3%[76.3 µM]	9%	/	/	8%	-4%	/	/
CCOC(=O)c1ccccc1NC(=O)Cn1c(=O)n(Cc2ccccc2)c(=O)c2c(C)c(C)sc21	8%[76.3 µM]	-10%&-18%	-20%	1%	-9%&-16%	-2%&-4%	8%[10 µM]	17%
Cc1cc2occ(CC(=O)OCC(=O)Nc3sc4c(c3C#N)CCC(C)C4)c2cc1C (stereo not drawn)	-1%	-24%	1%	-8%	-12%	-16%	/	-3%
CCOc1ccc(C(N)=O)cc1OC	-13%	5%	-7%	-9%	3%	-3%	20%[10 µM]	-6%
c1nnc(NC2=NCCCCC2)s1	8%	-2%	-6%	-8%	-1%	-7%	-15%[10 µM]	0%
CCc1ccc(NC(=O)C2CCN(c3nnc(-n4c(C)ccc4C)s3)CC2)cc1	-12%[76.3 µM]	-18%	/	/	-13%	-17%	/	/
